High-throughput results: PubChem, several laboratories
NTR1 agonist = NTR1-driven beta-arrestin-GFP spot formation – imaging, U2OS cells, high content, primary screen (AID 493036); P30989; agonist mode; activation, % at 20 µM; actives 0.17% (n = 330,000);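 active means activation at or above 40% of the spot to cytoplasm intensity ratio, with at least 20 cells analyzed; inconclusive means wells under 20 cells, flagged as cytotoxic or low count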;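 further: 0% = DMSO without peptide and 100% = 100 nM NTR1 peptide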
Target sequence (P30989 whole entry, looked up): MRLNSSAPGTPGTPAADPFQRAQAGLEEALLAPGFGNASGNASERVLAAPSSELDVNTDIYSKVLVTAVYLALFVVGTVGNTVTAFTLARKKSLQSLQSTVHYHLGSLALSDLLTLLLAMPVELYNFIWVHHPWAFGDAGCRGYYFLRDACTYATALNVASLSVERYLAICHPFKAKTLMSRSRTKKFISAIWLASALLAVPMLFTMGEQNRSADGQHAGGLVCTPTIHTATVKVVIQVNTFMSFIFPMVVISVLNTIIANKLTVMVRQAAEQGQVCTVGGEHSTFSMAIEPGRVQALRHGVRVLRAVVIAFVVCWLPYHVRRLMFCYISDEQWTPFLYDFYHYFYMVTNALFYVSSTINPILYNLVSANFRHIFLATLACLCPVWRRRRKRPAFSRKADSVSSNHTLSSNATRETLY
Myeloid diff MLP = myeloid differentiation induction; ER-HoxA9 myeloid progenitors, lysozyme-GFP differentiation, flow cytometry; calls only at 10 µM; actives 1% (n = 360,000);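 active means normalized GFP-positive differentiation at or above the plate's own cutoff, the solvent-only control mean plus 3 SD; inconclusive means no clear call, values can overlap the other calls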;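 further: cells exposed to compound for four days before flow analysis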
GPR35 antagonists = inhibition of zaprinast-stimulated GPR35 beta-arrestin translocation – imaging, U2OS, beta-arrestin-GFP, zaprinast agonist, primary screen (AID 2058); one-dose inhibition, % at 10 µM; IC50 in µM for titrated hits; U2OS GPR35 beta-arrestin-GFP translocation imaging, zaprinast antagonism; higher % means a stronger effect; actives 0.052% (n = 290,000);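 active means inhibition of at least 50% with at least 30 cells and total cytoplasm GFP at most 10,000,000; inconclusive means under 30 cells or total GFP of 10,000,000 plus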
Rac1 GTP hydrolysis = MgcRacGAP GTPase-activating activity inhibitors, confirmation, biochemical, ADP Hunter fluorescence; MgcRacGAP-stimulated Rac1 GTP hydrolysis, ADP Hunter fluorescence; higher % means a stronger effect; GST-tagged Rac1 F28L mutant substrate; inhibition, % at 30 µM, or IC50 in µM where a hit was titrated; actives 0.6% (n = 340,000);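 active means first-screen hits whose inhibition reached a set limit at any dose in the follow-up dose series; inconclusive means inhibition above the set first-screen limit but never retested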;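 further: fluorescence reports GDP produced by GAP-driven GTP hydrolysis; strong numbers were not always called active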
LYP inhibition = inhibitors of LYP phosphatase, biochemical, fluorescence intensity, uHTS (AID 1779). recombinant LYP phosphatase, fluorescence intensity; higher % means a stronger effect. actives 0.054% (n = 290,000). one-dose inhibition, % at 11.5 µM; IC50 in µM for titrated hits; in the data active means inhibition above about 50%;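 further: plate controls were vehicle with enzyme for no effect and no enzyme for full effect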
Salmonella PhoP GFP = PhoP-dependent GFP reporter repression – Salmonella Typhimurium, primary screen (AID 1863) | S. Typhimurium PhoP-regulated promoter GFP reporter, 4 h; higher % means a stronger effect | inhibition, % at 50 µM, or IC50 in µM where a hit was titrated | actives 0.16% (n = 300,000);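 active means inhibition over 29.93%, a cutoff 3 SD above the screen mean, later confirmed by dose response; inconclusive means inhibition over 29.93% but no dose response follow-up; inactive means inhibition at most 29.93% or unconfirmed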;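 further: 0% = low Mg2+ inducing control and 100% = high Mg2+ repressing control; strong numbers were not always called active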
HIV peptide binding = cell-free HIV fusion peptide-binding blockers – biochemical, uHTS, fluorescence dequenching, primary screen (AID 1986); inhibition, % at 20 µM, or IC50 in µM where a hit was titrated; cell-free peptide binding, fluorescence dequenching, 30 min; higher % means a stronger effect; actives 0.3% (n = 290,000); in the data active means inhibition mostly above about 52%, no sharp cut-off; inactive means mostly below about 76%; further: some results filed as inactive read as strong as hits
SIAH1 antagonists = Siah-1 peptide-binding antagonists, primary screen, biochemical, fluorescence polarization, rhodamine-plectin, uHTS (AID 1817); Siah-1 / rhodamine-plectin peptide fluorescence polarization; higher % means a stronger effect; displacement, % at 20 µM, or IC50 in µM where a hit was titrated; actives 0.02% (n = 290,000);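 active means displacement of at least 50% at 20 µM, with a fluorescence ratio check between 0.3 and a set limit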;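 further: plate controls were Siah plus tracer with DMSO for no effect and tracer alone without Siah for full effect; strong numbers were not always called active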
GPR55 LPI antagonism = inhibition of LPI-stimulated GPR55 beta-arrestin translocation – imaging, U2OS, beta-arrestin-GFP, LPI agonist, primary screen (AID 2013) | U2OS GPR55 beta-arrestin-GFP translocation imaging, LPI antagonism; higher % means a stronger effect | inhibition, % at 10 µM; hits with a dose series show IC50 in µM | actives 0.13% (n = 290,000);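 active means spots per cell inhibited over 60%, with over 100 cells counted and total cytoplasm intensity under 500,000; inconclusive means wells with under 100 cells, flagged as likely toxic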;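 further: U2OS cells stably carrying GPR55 and arrestin-GFP stimulated by 5 µM LPI near EC80; imaged beta-arrestin-GFP aggregate spots per cell after agonist stimulation; plate controls were LPI-stimulated DMSO wells for no effect and DMSO wells without LPI for full effect; some results filed as inactive read as strong as hits; confirmed hits need IC50 under 10 µM and bright autofluorescent wells are also inconclusive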
NTR1 agonist cell count 20 µM = second read-out of NTR1 agonist, no call of its own (marks repeat the call); cell count; measured here: cell count, cytotoxicity flag
Myeloid diff MLP GFP+ MAC1+ % = recorded beside Myeloid diff MLP, whose call it bears; GFP+ MAC1+ double positive, %; measured here: differentiation confirmed by MAC1 staining
An asterisk follows results filed as active.

Results for Cc1cc(=O)n2nc(N3CCCC3C(=O)NCCCN3CC(C)CC(C)C3)sc2n1 (configuration not stated) ?
NTR1 agonist: -0.3; Myeloid diff MLP: inactive; GPR35 antagonists: -7.3%; Rac1 GTP hydrolysis: 15.2%; LYP inhibition: -3.5%; Salmonella PhoP GFP: -7.8%; HIV peptide binding: -1.0%; SIAH1 antagonists: -1.5%; GPR55 LPI antagonism: -6.0%; NTR1 agonist cell count 20 µM: 39; Myeloid diff MLP GFP+ MAC1+ %: 1.4

How did CC(=O)OCC1OC(OC(C)=O)C(NC(=O)Cc2ccccc2)C(OC(C)=O)C1OC(C)=O (configuration not stated) do in these assays?
NTR1 agonist: 2.2; Myeloid diff MLP: inactive; GPR35 antagonists: -4.2%; Rac1 GTP hydrolysis: 2.9%; LYP inhibition: -5.7%; Salmonella PhoP GFP: -0.4%; HIV peptide binding: -0.3%; SIAH1 antagonists: -1.1%; GPR55 LPI antagonism: -2.7%; NTR1 agonist cell count 20 µM: 44; Myeloid diff MLP GFP+ MAC1+ %: 0.1

What do the screens show for `Cc1ccc(-c2ccc(OCC(=O)N3CCOCC3)cc2)cc1`?
NTR1 agonist: -1.1; Myeloid diff MLP: inactive; GPR35 antagonists: 6.6%; Rac1 GTP hydrolysis: 9.6%; LYP inhibition: -4.3%; Salmonella PhoP GFP: 0.5%; HIV peptide binding: -0.2%; SIAH1 antagonists: -2.7%; GPR55 LPI antagonism: 7.9%; NTR1 agonist cell count 20 µM: 73; Myeloid diff MLP GFP+ MAC1+ %: 0.0

What do the screens show for `COc1ccc(NC(=O)C2CCN(S(=O)(=O)c3ccc4c(c3)CC(C)N4C(C)=O)CC2)cc1OC` (configuration not stated)?
NTR1 agonist: 0.4; Myeloid diff MLP: inactive; GPR35 antagonists: -9.6%; Rac1 GTP hydrolysis: 0.9%; LYP inhibition: -10.0%; Salmonella PhoP GFP: 1.4%; HIV peptide binding: 0.9%; SIAH1 antagonists: 8.3%; GPR55 LPI antagonism: 2.5%; NTR1 agonist cell count 20 µM: 63; Myeloid diff MLP GFP+ MAC1+ %: 1.1

Results for CCn1c(=NC(=O)c2ccc(N3C(=O)CCC3=O)cc2)sc2c(OC)ccc(OC)c21 ?
NTR1 agonist: 4.1; Myeloid diff MLP: inactive; GPR35 antagonists: 5.5%; Rac1 GTP hydrolysis: 0.8%; LYP inhibition: -1.3%; Salmonella PhoP GFP: -6.8%; HIV peptide binding: 2.1%; SIAH1 antagonists: -11.4%; GPR55 LPI antagonism: 15.0%; NTR1 agonist cell count 20 µM: 90; Myeloid diff MLP GFP+ MAC1+ %: 7.6

How did COC(=O)Nc1ccc(S(=O)(=O)N2CCC(C(=O)N3CCCCC3C)CC2)cc1 (configuration not stated) do in these assays?
NTR1 agonist: 0.4; Myeloid diff MLP: inactive; GPR35 antagonists: -6.7%; Rac1 GTP hydrolysis: -6.2%; LYP inhibition: -6.3%; Salmonella PhoP GFP: -1.1%; HIV peptide binding: -0.8%; SIAH1 antagonists: -2.2%; GPR55 LPI antagonism: 4.1%; NTR1 agonist cell count 20 µM: 28; Myeloid diff MLP GFP+ MAC1+ %: 1.3

Results for O=C(CNS(=O)(=O)c1ccc2ccccc2c1)OCc1csc(-c2ccccc2)n1 ?
NTR1 agonist: -0.8; Myeloid diff MLP: inactive; GPR35 antagonists: 10.4%; Rac1 GTP hydrolysis: 3.3%; LYP inhibition: -1.0%; Salmonella PhoP GFP: 3.0%; HIV peptide binding: -0.1%; SIAH1 antagonists: 7.1%; GPR55 LPI antagonism: 10.1%; NTR1 agonist cell count 20 µM: 64; Myeloid diff MLP GFP+ MAC1+ %: 0.0

Results for Cc1cccc(-n2ccnc2SCC(=O)Nc2nccs2)c1 ?
NTR1 agonist: 3.5; Myeloid diff MLP: inactive; GPR35 antagonists: -0.9%; Rac1 GTP hydrolysis: 5.0%; LYP inhibition: -7.4%; Salmonella PhoP GFP: 8.0%; HIV peptide binding: 14.8%; SIAH1 antagonists: -0.3%; GPR55 LPI antagonism: 0.6%; NTR1 agonist cell count 20 µM: 46; Myeloid diff MLP GFP+ MAC1+ %: 0.7

How did CC1=CCC2C(=O)N(c3ccc(S(N)(=O)=O)cc3)C(=O)C2C1 (configuration not stated) do in these assays?
NTR1 agonist: -1.8; Myeloid diff MLP: inactive; GPR35 antagonists: -7.0%; Rac1 GTP hydrolysis: 15.8%; LYP inhibition: -3.2%; Salmonella PhoP GFP: -0.5%; HIV peptide binding: -1.6%; SIAH1 antagonists: 4.3%; GPR55 LPI antagonism: 3.9%; NTR1 agonist cell count 20 µM: 53; Myeloid diff MLP GFP+ MAC1+ %: 0.6

How did c1ccc(Cn2ncc3ccccc32)cc1 do in these assays?
NTR1 agonist: -0.8; Myeloid diff MLP: inactive; GPR35 antagonists: 14.4%; Rac1 GTP hydrolysis: 1.9%; LYP inhibition: -8.8%; Salmonella PhoP GFP: -6.2%; HIV peptide binding: 2.4%; SIAH1 antagonists: 12.7%; GPR55 LPI antagonism: -1.4%; NTR1 agonist cell count 20 µM: 52; Myeloid diff MLP GFP+ MAC1+ %: 1.2

Results for CCOC(=O)Cc1csc(NC(=O)c2ccc(Cl)s2)n1 ?
NTR1 agonist: 3.5; Myeloid diff MLP: inactive; GPR35 antagonists: 8.8%; Rac1 GTP hydrolysis: 18.4%; LYP inhibition: -3.6%; Salmonella PhoP GFP: -2.3%; HIV peptide binding: 0.0%; SIAH1 antagonists: -5.1%; GPR55 LPI antagonism: -17.8%; NTR1 agonist cell count 20 µM: 96; Myeloid diff MLP GFP+ MAC1+ %: 0.4

How did CN1CCN(S(=O)(=O)c2cccc(C(=O)Oc3cccc(Br)c3)c2)CC1 do in these assays?
NTR1 agonist: 11.4; Myeloid diff MLP: inactive; Rac1 GTP hydrolysis: 4.2%; Salmonella PhoP GFP: 5.9%; NTR1 agonist cell count 20 µM: 5; Myeloid diff MLP GFP+ MAC1+ %: 0.9

What do the screens show for `O=C(NC(Cc1ccccc1)C(=O)O)/C(=C/c1cccc([N+](=O)[O-])c1)NC(=O)c1ccco1` (configuration not stated)?
NTR1 agonist: -0.1; Myeloid diff MLP: inactive; GPR35 antagonists: -0.5%; Rac1 GTP hydrolysis: 4.9%; LYP inhibition: -4.9%; Salmonella PhoP GFP: 1.3%; HIV peptide binding: 2.0%; SIAH1 antagonists: 0.2%; GPR55 LPI antagonism: 5.0%; NTR1 agonist cell count 20 µM: 56; Myeloid diff MLP GFP+ MAC1+ %: 0.7

How did Cc1cc(C)nc(/N=C(\N)Nc2cccc(OCc3ccccc3)c2)n1 do in these assays?
NTR1 agonist: 5.9; Myeloid diff MLP: inactive; GPR35 antagonists: -3.1%; Rac1 GTP hydrolysis: 7.2%; LYP inhibition: -9.7%; Salmonella PhoP GFP: -4.8%; HIV peptide binding: -1.8%; SIAH1 antagonists: -1.0%; GPR55 LPI antagonism: -6.9%; NTR1 agonist cell count 20 µM: 43; Myeloid diff MLP GFP+ MAC1+ %: 0.6

Results for O=C(Nc1ccccc1)Nc1ccc(-n2ccc(C(F)(F)F)n2)cc1 ?
NTR1 agonist: 0.3; Myeloid diff MLP: inactive; GPR35 antagonists: 9.9%; Rac1 GTP hydrolysis: 3.1%; LYP inhibition: -4.1%; Salmonella PhoP GFP: -7.6%; HIV peptide binding: 2.1%; SIAH1 antagonists: 18.1%; GPR55 LPI antagonism: 1.5%; NTR1 agonist cell count 20 µM: 48; Myeloid diff MLP GFP+ MAC1+ %: 0.0

How did COc1ccc(N2CC(C(=O)NCCCN3CCOCC3)CC2=O)cc1 (configuration not stated) do in these assays?
NTR1 agonist: 1.9; Myeloid diff MLP: inactive; GPR35 antagonists: 17.7%; Rac1 GTP hydrolysis: 4.7%; LYP inhibition: -10.1%; Salmonella PhoP GFP: 3.0%; HIV peptide binding: 2.8%; SIAH1 antagonists: -1.5%; GPR55 LPI antagonism: 6.7%; NTR1 agonist cell count 20 µM: 102; Myeloid diff MLP GFP+ MAC1+ %: 0.8

How did NC(=O)c1nsc(C(=O)N(CC(=O)NCc2ccccc2)c2ccc(F)cc2)c1N do in these assays?
NTR1 agonist: 1.6; Myeloid diff MLP: inactive; GPR35 antagonists: -15.5%; Rac1 GTP hydrolysis: 9.8%; LYP inhibition: -11.5%; Salmonella PhoP GFP: 0.2%; HIV peptide binding: -0.1%; SIAH1 antagonists: -0.8%; GPR55 LPI antagonism: -0.6%; NTR1 agonist cell count 20 µM: 37; Myeloid diff MLP GFP+ MAC1+ %: 2.1

What do the screens show for `COc1cc(/C=C(/C#N)c2nc3ccccc3[nH]2)ccc1OCc1ccc(C(=O)O)o1`?
NTR1 agonist: -0.6; Myeloid diff MLP: inactive; GPR35 antagonists: 4.9%; Rac1 GTP hydrolysis: 4.4%; LYP inhibition: 0.1%; Salmonella PhoP GFP: 6.7%; HIV peptide binding: 27.2%; SIAH1 antagonists: -9.7%; GPR55 LPI antagonism: 14.1%; NTR1 agonist cell count 20 µM: 68; Myeloid diff MLP GFP+ MAC1+ %: 0.9

How did CC(=O)Oc1ccc(C(=O)c2ccccc2)c(OC(C)=O)c1 do in these assays?
NTR1 agonist: 1.8; Myeloid diff MLP: inactive; GPR35 antagonists: 1.4%; Rac1 GTP hydrolysis: 11.8%; LYP inhibition: -8.2%; Salmonella PhoP GFP: -14.4%; HIV peptide binding: 3.2%; SIAH1 antagonists: 16.4%; GPR55 LPI antagonism: -2.3%; NTR1 agonist cell count 20 µM: 84; Myeloid diff MLP GFP+ MAC1+ %: 0.4

What do the screens show for `[O-]/C(=C(\C(=S)Nc1cccc2ccccc12)[n+]1ccccc1)c1ccc(Cl)s1`?
NTR1 agonist: -0.3; Myeloid diff MLP: inactive; GPR35 antagonists: 7.2%; Rac1 GTP hydrolysis: 14.8%; LYP inhibition: -1.3%; Salmonella PhoP GFP: 22.6%; HIV peptide binding: 11.8%; SIAH1 antagonists: -5.4%; GPR55 LPI antagonism: 9.3%; NTR1 agonist cell count 20 µM: 52; Myeloid diff MLP GFP+ MAC1+ %: 0.2

What do the screens show for `O=[N+]([O-])c1cc(CN2CCN(c3ccccc3)CC2)c(O)c2ncccc12`?
NTR1 agonist: 1.1; Myeloid diff MLP: inconclusive; GPR35 antagonists: -4.2%; Rac1 GTP hydrolysis: 2.6%; LYP inhibition: -1.0%; Salmonella PhoP GFP: 14.0%; HIV peptide binding: 1.0%; SIAH1 antagonists: 2.8%; GPR55 LPI antagonism: 26.5%; NTR1 agonist cell count 20 µM: 57
